Screens as filed in PubChem BioAssay.
RSV CPE inhibition = RSV antiviral activity via CPE protection, HEp-2 cells, primary 10 µM value included (AID 2391). HEp-2 cells, RSV-induced CPE inhibition; higher % means a stronger effect. CPE inhibition, % at 10 µM; hits with a dose series show IC50 in µM. 0.13% of 310,000 active; in the data active means a potency from the dose series; inconclusive means CPE inhibition mostly from about 23% at the one dose, without a potency; inactive means the rest, 99 in 100 with CPE inhibition below about 21%; further: strong numbers were not always called active
P. falciparum M17LAP = P. falciparum M17LAP inhibitors, primary screen, biochemical, fluorogenic H-Leu-NHMec substrate, 1536-well (AID 1619) | recombinant M17LAP, H-Leu-NHMec fluorogenic kinetic assay; higher % means a stronger effect | 0.38% of 220,000 active | one-dose inhibition, % at 30 µM; IC50 in µM for titrated hits;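 active means compound inhibiting the enzyme by more than half at any dose during confirmatory dose-response retesting; inconclusive means strong single-dose inhibitors picked by rank but not retested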;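 further: plate controls were full reaction with DMSO carrier for no effect and no enzyme background for full effect; strong numbers were not always called active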
PMI inhibitors = MPI enzyme activity inhibition – biochemical, fluorescence intensity, coupled assay, primary screen (AID 1209); one-dose inhibition, % at 20 µM; IC50 in µM for titrated hits; 0.42% of 190,000 active; purified PMI enzyme, coupled fluorescence intensity; higher % means a stronger effect;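 further: plate controls were DMSO vehicle for no effect and wells lacking substrate for full effect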
TNAP activation fold = stimulation of alkaline phosphatase TNAP activity – biochemical, luminescent, no phosphate acceptor, uHTS, primary screen (AID 1001); 0.03% of 200,000 active; purified TNAP, luminescent activation assay, no phosphate acceptor; higher activation fold means a stronger effect; one-dose activation fold at 20 µM; EC50 in µM for titrated hits; in the data active means activation fold from about 3, or a potency from the dose series; inactive means the rest, 99 in 100 with activation fold below about 1.6; further: many of its hits are not listed in these tables
PMI inhibition = human PMI inhibitors, high substrate, primary screen, biochemical, fluorescence intensity, high mannose 6-phosphate (AID 1220); recombinant PMI enzyme, coupled fluorescence intensity; higher % means a stronger effect; one-dose inhibition, % at 20 µM; IC50 in µM for titrated hits; 0.66% of 190,000 active
T cell modulator = T cell immune modulators affecting CD8 T cell-vesicle binding. 2C CD8+ T cell-vesicle binding, flow cytometry; stronger effect = lower value. calls only at 7 µM. 0.068% of 330,000 active;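 active means response, share of CD8 T cells binding vesicles, and their 90th percentile fluorescence all below set limits, cut at about 80% in these data, passing the limit was not always enough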
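System: murine 2C transgenic CD8+ T lymphocytes; also added: QL9-loaded Drosophila micro-vesicles; times: binding 1.5 h at 37 °C; measured by: flow cytometry, PE anti-B7-1 (FL2) versus Alexa647 anti-CD8 (FL8), PFA-fixed; control set: Peptide-free naked vesicles (low) and QL9 vesicles with 0.7% DMSO vehicle (high)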
UTI89 phage lysis = inhibition of K1F phage lysis, E. coli UTI89, bacterial capsule biogenesis inhibitors, alamar blue (AID 488966) | E. coli UTI89 K1F phage lysis, alamar blue, 2 h; higher % means a stronger effect | one-dose inhibition, % at 100 µM; IC50 in µM for titrated hits | 0.02% of 340,000 active;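 active means phage lysis inhibition, versus mean bacterial control, above a set limit; inconclusive means no clear call, values can overlap the other calls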;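 further: capsule biogenesis inhibitors block K1F phage lysis so surviving cells raise fluorescence; higher fluorescence means more inhibition of phage lysis; actives were called in the ten point dose series up to 300 µM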
West Nile virus CPE = West Nile virus antiviral activity, cell-based, CPE readout (AID 1621); CPE inhibition, % at 10 µM, or IC50 in µM where a hit was titrated; 0.02% of 290,000 active; West Nile virus-infected cells, CPE inhibition; higher % means a stronger effect; in the data active means a potency from the dose series; inconclusive means CPE inhibition mostly from about 3.7% at the one dose, without a potency; inactive means the rest, 99 in 100 with CPE inhibition below about 2.2%; further: strong numbers were not always called active
P. falciparum M1AAP = malaria alanyl aminopeptidase activity blockers – biochemical, fluorogenic H-Leu-NHMec substrate, 1536-well (AID 1445) | recombinant M1AAP, H-Leu-NHMec fluorogenic kinetic assay; higher % means a stronger effect | inhibition, % at 30 µM, or IC50 in µM where a hit was titrated | 0.42% of 220,000 active;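 active means primary inhibition above the hit cutoff, then over 50% inhibition at one or more dose response concentrations, cut at about 23% in these data, passing the limit was not always enough; inconclusive means conflicting primary data, or primary hits not chosen for dose response; inactive means low primary inhibition, or under 50% at every dose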;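 further: plate controls were DMSO full reaction for no effect and no enzyme background for full effect; strong numbers were not always called active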
T cell modulator vesicle-bound % = also measured in T cell modulator; calls as there; double positive events, %; measured here: CD8+ vesicle-bound cell fraction;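 binding gate set so that unloaded-vesicle control wells show 10% double positive cells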
Starred values were filed as active, the others as inactive; [ ] = another dose, or the depositor's remark. Unless noted, no stated cut-off is given here; in the data, active means inhibition above about 50%; inactive means the rest.

O=C(Cn1ncc2c(=O)oc3ccccc3c21)NCCN1CCN(c2ccccc2F)CC1 was read as RSV CPE inhibition 1.1%, P. falciparum M17LAP -1.5%, PMI inhibitors 20.4%, TNAP activation fold 1, PMI inhibition 14.6%, T cell modulator inactive, UTI89 phage lysis -0.8%, West Nile virus CPE 0.1%, P. falciparum M1AAP 1.9% and T cell modulator vesicle-bound % 23.8.
Screening CCC(C)NC(=O)CN1C(=O)C(CC)Sc2ccccc21 (stereo not drawn) returned RSV CPE inhibition 1.4%, P. falciparum M17LAP 2.1%, PMI inhibitors -11.1%, TNAP activation fold 1, PMI inhibition -7.9%, T cell modulator inactive, UTI89 phage lysis 0.2%, West Nile virus CPE 0.0%, P. falciparum M1AAP 4.7% and T cell modulator vesicle-bound % 26.7.
Screening C=CCNC(=O)CN(c1ccc(F)c(Cl)c1)S(C)(=O)=O returned RSV CPE inhibition 0.7%, P. falciparum M17LAP 3.5%, PMI inhibitors 9.7%, TNAP activation fold 1.1, PMI inhibition 6.4%, T cell modulator inactive, UTI89 phage lysis 0.2%, West Nile virus CPE -0.2%, P. falciparum M1AAP 3.5% and T cell modulator vesicle-bound % 27.9.
`O=C(CN1CCOCC1)N/N=C/c1ccc(-c2ccc(Br)cc2)o1` gave RSV CPE inhibition 2.9%, P. falciparum M17LAP 3.0%, T cell modulator inactive, UTI89 phage lysis -0.1%, West Nile virus CPE 0.9%, P. falciparum M1AAP 16.9% and T cell modulator vesicle-bound % 40.3.
COc1cccc(CNC2CCCCCCC2)c1OC was read as RSV CPE inhibition 0.1%, T cell modulator inactive, UTI89 phage lysis -0.3%, West Nile virus CPE -1.3% and T cell modulator vesicle-bound % 61.2.
For CCOc1ccc(/C=C2\SC(=S)N(CCC(=O)Nc3ccc(C(=O)O)cc3)C2=O)cc1 the results were RSV CPE inhibition -0.2%, T cell modulator inactive, UTI89 phage lysis 0.3%, West Nile virus CPE -1.1% and T cell modulator vesicle-bound % 45.7.
For COC(=O)CNc1nc(Cl)nc(Nc2ccc(Cl)cc2)n1 the results were RSV CPE inhibition 1.8%, P. falciparum M17LAP 15.9%, PMI inhibitors -18.5%, TNAP activation fold 1.1, PMI inhibition -4.0%, T cell modulator inactive, UTI89 phage lysis 1.8%, West Nile virus CPE -0.7%, P. falciparum M1AAP 9.9% and T cell modulator vesicle-bound % 47.5.
`Cc1cc(C(F)(F)F)nn1Cc1n[nH]c(=S)n1-c1cccc(Cl)c1` gave RSV CPE inhibition -0.4%, P. falciparum M17LAP -13.9%, PMI inhibitors -0.6%, TNAP activation fold 0.9, PMI inhibition -3.4%, T cell modulator inactive, UTI89 phage lysis 3.9%, West Nile virus CPE 0.1%, P. falciparum M1AAP 6.3% and T cell modulator vesicle-bound % 28.1.
Screening CNS(=O)(=O)c1ccc(NC(=O)C(CCSC)NC(N)=O)cc1 (stereo not drawn) returned RSV CPE inhibition 1.9%, P. falciparum M17LAP 2.9%, PMI inhibitors 15.2%, TNAP activation fold 1.1, PMI inhibition 7.3%, T cell modulator inactive, UTI89 phage lysis 5.6%, West Nile virus CPE -0.3%, P. falciparum M1AAP -4.3% and T cell modulator vesicle-bound % 8.8.
COC(=O)c1cn(C(=O)c2cccs2)c2ccccc12 was read as RSV CPE inhibition 2.7%, P. falciparum M17LAP 3.5%, PMI inhibitors 3.4%, TNAP activation fold 1.1, PMI inhibition 3.0%, T cell modulator inactive, UTI89 phage lysis 0.5%, West Nile virus CPE -0.3%, P. falciparum M1AAP -1.2% and T cell modulator vesicle-bound % 39.7.
`Nc1c(C(=O)Nc2ccc(S(=O)(=O)N3CCCC3)cc2)sc2nc3cc4c(cc3cc12)CCC4` gave RSV CPE inhibition 24.9%, P. falciparum M17LAP 0.1%, PMI inhibitors 20.5%, TNAP activation fold 0.9, PMI inhibition 1.2%, T cell modulator inactive, UTI89 phage lysis 2.2%[50 µM], West Nile virus CPE -0.4%, P. falciparum M1AAP 2.0% and T cell modulator vesicle-bound % 56.0.
`O=C1CC(c2ccccc2)CC(O)=C1C=NCCN1CCNCC1` (stereo not drawn) gave RSV CPE inhibition 1.2%, P. falciparum M17LAP -3.6%, PMI inhibitors -0.8%, TNAP activation fold 1.1, PMI inhibition 10.5%, T cell modulator inactive, UTI89 phage lysis 1.3%, West Nile virus CPE 0.3%, P. falciparum M1AAP 15.3% and T cell modulator vesicle-bound % 8.1.
`CCCCSC1(SCCCC)N=C(N)C2(C#N)C(c3ccccc3)NC(C)=CC12C#N` (stereo not drawn) gave RSV CPE inhibition 0.1%, P. falciparum M17LAP 2.4%, PMI inhibitors 10.2%, TNAP activation fold 1.1, PMI inhibition 5.4%, T cell modulator inactive, UTI89 phage lysis 0.5%, West Nile virus CPE 0.0%, P. falciparum M1AAP 4.0% and T cell modulator vesicle-bound % 59.4.
CCn1cc(C(=O)OC(C)C(=O)Nc2c(C)n(C)n(-c3ccccc3)c2=O)c(=O)c2ccc(C)nc21 (stereo not drawn) was read as P. falciparum M17LAP 7.5%, PMI inhibitors 16.4%, TNAP activation fold 1.1, PMI inhibition 15.6%, UTI89 phage lysis 2.2%, West Nile virus CPE 0.2% and P. falciparum M1AAP -1.4%.
`COc1ccc(C)cc1S(=O)(=O)N1CCOCC1` gave RSV CPE inhibition 1.0%, P. falciparum M17LAP 1.1%, PMI inhibitors -0.6%, TNAP activation fold 1.1, PMI inhibition -11.1%, T cell modulator inactive, West Nile virus CPE 0.3%, P. falciparum M1AAP 6.6% and T cell modulator vesicle-bound % 43.7.
CCOc1cccc(/C=N/NC(=S)NCCN2CCOCC2)c1O was read as RSV CPE inhibition -0.2%, P. falciparum M17LAP -0.4%, PMI inhibitors -12.7%, TNAP activation fold 1.2, PMI inhibition -5.4%, T cell modulator inactive, UTI89 phage lysis 0.0%, West Nile virus CPE 0.4%, P. falciparum M1AAP -7.4% and T cell modulator vesicle-bound % 22.7.
For CCOc1ccc(N2C(=O)/C(=C/c3ccccn3)SC2=S)cc1 the results were RSV CPE inhibition 2.4%, P. falciparum M17LAP -0.8%, T cell modulator inactive, West Nile virus CPE 0.4%, P. falciparum M1AAP -0.4% and T cell modulator vesicle-bound % 32.6.
`O=[N+]([O-])c1ccc(/C=N/Nc2nc(N3CCCCC3)nc(N3CCCCC3)n2)cc1` gave RSV CPE inhibition inconclusive, P. falciparum M17LAP 14.5%, PMI inhibitors 13.3%, TNAP activation fold 1, PMI inhibition 8.3%, T cell modulator inactive, UTI89 phage lysis -1.2%, West Nile virus CPE -1.3%, P. falciparum M1AAP 5.6% and T cell modulator vesicle-bound % 13.0.
CCOc1ccc(-n2nc(C(=O)NC3CCCCC3)c3ccccc3c2=O)cc1 was read as RSV CPE inhibition 1.0%, T cell modulator inactive, UTI89 phage lysis 0.1%, West Nile virus CPE 0.2% and T cell modulator vesicle-bound % 31.9.
For O=C(Nc1ccccc1)NC1CCN(CCCN2C(=O)c3ccccc3C2=O)CC1 the results were RSV CPE inhibition -1.2%, P. falciparum M17LAP -1.6%, PMI inhibitors 7.3%, TNAP activation fold 1.1, PMI inhibition 12.8%, T cell modulator inactive, UTI89 phage lysis -0.1%, West Nile virus CPE 0.1%, P. falciparum M1AAP -9.7% and T cell modulator vesicle-bound % 64.1.
For CCCCN(CCCC)CCCNC(=O)C1CC(c2ccc(C(F)(F)F)cc2)=NO1 (stereo not drawn) the results were RSV CPE inhibition -0.6%, P. falciparum M17LAP -2.9%, T cell modulator inactive, UTI89 phage lysis 2.7%, West Nile virus CPE -0.8%, P. falciparum M1AAP -2.0% and T cell modulator vesicle-bound % 24.1.
Screening O=P(Cc1ccccc1)(c1ccccc1)c1ccccc1 returned RSV CPE inhibition 1.7%, P. falciparum M17LAP 2.8%, PMI inhibitors 13.4%, TNAP activation fold 1, PMI inhibition 4.1%, T cell modulator inactive, UTI89 phage lysis 3.1%[50 µM], West Nile virus CPE 0.2%, P. falciparum M1AAP 3.6% and T cell modulator vesicle-bound % 20.4.
For CC1(C)CC(=O)c2cc(N=C/C(C(=O)c3ccccc3)=C(\O)c3ccccc3)c(=O)oc2C1 the results were RSV CPE inhibition 0.2%, P. falciparum M17LAP 4.3%, PMI inhibitors -47.8%, TNAP activation fold 0.7, PMI inhibition -48.8%, T cell modulator inactive, UTI89 phage lysis 0.1%, West Nile virus CPE 0.6%, P. falciparum M1AAP -2.5% and T cell modulator vesicle-bound % 22.1.
For CCSc1ccccc1C(=O)Nc1nc2ccccc2c(=O)[nH]1 the results were RSV CPE inhibition 6.4%, P. falciparum M17LAP 3.8%, PMI inhibitors 0.6%, TNAP activation fold 1.1, PMI inhibition -2.4%, T cell modulator inactive, UTI89 phage lysis -0.4%, West Nile virus CPE -1.4%, P. falciparum M1AAP 9.6% and T cell modulator vesicle-bound % 44.1.
CC[N+]1(C)CC2CCC(C)(C1)C2(C)C (stereo not drawn) was read as P. falciparum M17LAP 4.3%, PMI inhibitors -17.5%, TNAP activation fold 1.1, PMI inhibition -22.9%, UTI89 phage lysis 6.8%, West Nile virus CPE -0.8% and P. falciparum M1AAP 29.1%.
For Cc1cccc(OCC(=O)Nc2ccc(C(=O)Nc3ccccc3C(=O)O)cc2)c1C the results were RSV CPE inhibition 15.1%, T cell modulator inactive, UTI89 phage lysis 1.1%[50 µM], West Nile virus CPE 0.4% and T cell modulator vesicle-bound % 7.5.
`CSc1ccccc1C(=O)C1CCCN(S(=O)(=O)N(C)C)C1` (stereo not drawn) gave RSV CPE inhibition 2.0%, P. falciparum M17LAP 1.6%, PMI inhibitors -8.2%, TNAP activation fold 1.1, PMI inhibition -9.9%, T cell modulator inactive, UTI89 phage lysis 0.8%, West Nile virus CPE -1.7%, P. falciparum M1AAP -3.9% and T cell modulator vesicle-bound % 5.2.
Screening CCCCN1CNC(=S)N(CCc2ccc(OCC)c(OCC)c2)C1 returned RSV CPE inhibition 3.0%, P. falciparum M17LAP 4.5%, T cell modulator inactive, UTI89 phage lysis -2.2%, West Nile virus CPE -0.8%, P. falciparum M1AAP -5.0% and T cell modulator vesicle-bound % 43.8.
COCCNC(=O)CN1CCOc2ccccc21 was read as RSV CPE inhibition 0.7%, P. falciparum M17LAP -4.9%, PMI inhibitors -1.7%, TNAP activation fold 1.2, PMI inhibition 14.3%, T cell modulator inactive, UTI89 phage lysis 5.7%, West Nile virus CPE 0.2%, P. falciparum M1AAP 15.1% and T cell modulator vesicle-bound % 63.6.
